OX1R antag-1: human HCRTR1 antagonism | O43613 | CHO/OX1R cells, Fluo-8 calcium fluorescence, orexin A | inhibition, % at 5 µM | 330,000 tested, 0.43% active | AID 434989;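 active = inhibition above its plate's threshold, mean inhibition of all tested compounds on the plate plus 3 SD, cut at about 37% in these data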;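 note: 0% = orexin A challenge wells and 100% = SB-334867-A antagonist wells; not every result past the cut was called active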
Target sequence (O43613 whole entry, looked up): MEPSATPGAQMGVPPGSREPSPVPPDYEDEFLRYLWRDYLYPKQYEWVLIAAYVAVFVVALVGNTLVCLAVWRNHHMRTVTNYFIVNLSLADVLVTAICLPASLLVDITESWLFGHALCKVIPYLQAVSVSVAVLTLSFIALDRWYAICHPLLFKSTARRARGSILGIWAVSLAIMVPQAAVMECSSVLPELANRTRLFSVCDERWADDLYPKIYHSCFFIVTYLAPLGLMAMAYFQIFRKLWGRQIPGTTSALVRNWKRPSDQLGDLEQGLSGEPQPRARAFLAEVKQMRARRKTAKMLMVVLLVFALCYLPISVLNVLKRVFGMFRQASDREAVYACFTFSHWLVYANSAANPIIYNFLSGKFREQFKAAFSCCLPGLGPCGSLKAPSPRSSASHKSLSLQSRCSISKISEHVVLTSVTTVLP
CHT PAM: allosteric activators of human choline transporter CHT. Q9GZV3. CHT-expressing cells, membrane potential dye, choline EC20; hits give high values; LV-AA mutant CHT in HEK293 cells. B-score at 10 µM. 310,000 tested, 0.49% active. AID 488977;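 active = initial fluorescence not abnormally high and integrated response B-score, plate-corrected, over 3 SD above library mean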
OX1R antag-2: antagonists of human orexin 1 receptor (OX1R). inhibition, % at 6.6 µM. 330,000 tested, 1.8% active. AID 485270. OX1R-expressing cells, FRET antagonist read-out; in the data active = inhibition mostly above about 38%, no sharp cut-off; inactive = mostly below about 40%;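 note: 0% = agonist challenge alone and 100% = reference antagonist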
* = called active by the depositor; i = inactive; / = no result given.

SMILES | OX1R antag-1 | CHT PAM | OX1R antag-2
Cc1cccc(NC(NC(=O)c2ccccn2)C(Cl)(Cl)Cl)c1 (centres undefined) | -29 | i | 8
Cc1ccc(N=C2C(=O)Nc3ccccc32)cc1C | -6 | i | 9
O=C(CC1Sc2ccccc2NC1=O)NCc1cccc(Cl)c1 (centres undefined) | -15 | i | 19
CN(C)c1ccc(N2C(=O)CC(Nc3ccc(N4CCOCC4)cc3)C2=O)cc1 (centres undefined) | -8 | i | 4
COC(=O)COc1ccc(C(C2C(=O)CC(C)(C)CC2=O)C2C(=O)CC(C)(C)CC2=O)cc1 | -20 | i | 6
C=C(C)CN1CCN(c2c(CCC#N)c(C)c(C#N)c3nc4ccccc4n23)CC1 | -22 | i | 20
CCOc1ccc(NC(=O)Cn2c(=O)n(CC3CCCO3)c(=O)c3ccccc32)cc1 (centres undefined) | -23 | i | 13
Cc1ccc(S(=O)(=O)N2CCOCC2)cc1NC(=O)CNC1CCCC1 | -25 | i | 2
CCOc1ccc(CNC(=O)Cn2ccc3cc(S(=O)(=O)N4CCCC4)ccc32)cc1 | -16 | i | 10
COc1cc2[nH]c3c(Cl)ncnc3c2cc1OC | -4 | i | 19
Cc1cc2ncn(/N=C/c3ccc([N+](=O)[O-])o3)c2cc1C | 7 | i | 22
Cc1ccccc1OCC(=O)NCCCNC(=O)c1ccccn1 | -12 | i | 9
CC(=O)OCC1=C(C(=O)O)N2C(=O)C(NC(=O)C(C)Cn3cc(Cl)cn3)C2SC1 (centres undefined) | 9 | i | 8
Cc1cc(C)nc(NS(=O)(=O)c2ccc(N=NN(C)C)cc2)n1 | -12 | i | -7
O=C(O)CC1S/C(=N/N=C/c2ccccn2)NC1=O (centres undefined) | -1 | i | 20
O=C(N/N=C1/CCS(=O)(=O)c2ccc(F)cc21)c1cccnc1 | 13 | i | 23
COc1ccccc1NCc1nnc(SCC(=O)N/N=C/c2ccco2)n1-c1ccc(Cl)cc1Cl | -6 | i | 10
CC1=C(/C=C/C(C)=C/C=C/C(C)=C/C(=O)Nc2ccc(O)cc2)C(C)(C)CCC1 | -9 | / | 6
COC(=O)c1sccc1NC(=O)c1cnc2cc(C)nn2c1C | -6 | i | 12
CCc1nnc(NS(=O)(=O)c2ccc(NC(=O)c3cccc(Br)c3)cc2)s1 | -14 | i | -2
C=CCN1C(=O)C(CC(=O)Nc2ccc(C)cc2)SC1=Nc1c(C)n(C)n(-c2ccccc2)c1=O (centres undefined) | -10 | i | 0
COc1ccc2cc(/C(C)=N/NC(=O)C3CC3)ccc2c1 | -4 | i | 0
CCOc1cccc(C=Nc2cc(C)cc(C)c2O)c1O | -18 | i | 15
CC(=O)NCCc1c[nH]c2ccc(O)cc12 | -20 | i | 26
CCOCCCn1c(=NC(=O)c2cccnc2)c(C(=O)OCC)cc2c(=O)n3ccccc3nc21 | -35 | i | 111*

OX1R antag-2, entries above that show a hit
SMILES | OX1R antag-1 | OX1R antag-2
CCOCCCn1c(=NC(=O)c2cccnc2)c(C(=O)OCC)cc2c(=O)n3ccccc3nc21 | -35 | 111*

(next part)
SMILES | OX1R antag-1 | CHT PAM | OX1R antag-2
COc1cc(Br)cc(-c2nc3c(c(=O)[nH]c(=O)n3Cc3ccccc3)n2C)c1O | -42 | i | 17
COC(=O)c1ccccc1NC(=O)Cn1c(=O)n(CCC(=O)NC2CCN(Cc3ccccc3)CC2)c(=O)c2ccccc21 | -15 | i | 19
CN(C)S(=O)(=O)c1ccc(C(=O)Nc2cccc(C(=O)O)c2)cc1 | -7 | i | 5
O=C(CSc1nc2c(c(=O)[nH]1)CCC2)Nc1ccccc1Cl | -3 | i | 14
CC(C)Cc1csc(NC(=O)c2ccc(Br)cc2)c1C(=O)O | -6 | i | 59
Cc1cc(C)nc(SCc2csc(-c3ccccc3)n2)n1 | -19 | i | 65
COc1cc(OC)cc(C(=O)OCC(=O)NC(c2ccccc2)c2ccccc2)c1 | 5 | / | 3
CC(=O)Nc1ccc(NC(=S)NC(=O)/C=C/c2ccccc2)cc1 | -6 | i | 10
CC(C)(C)C(=O)Nc1ccc(C(=O)Nc2cccc(Oc3ccc(C(=O)O)c(C(=O)O)c3)c2)cc1 | -10 | i | -5
O=C(COc1cccnc1[N+](=O)[O-])Nc1ccc(F)cc1 | -17 | / | 17
COc1ccc(OC(C)c2ccc(C#N)c(=O)[nH]2)cc1 (centres undefined) | -1 | i | 8
COc1ccc(OC)c(NC(=O)COC(=O)Cc2ccc(Br)cc2)c1 | -6 | i | 18
Cc1ccc(C)n1-c1cccc(C(=O)Nc2ccccc2)c1 | -19 | i | 8
Cc1ccc(C(=O)Nc2ccccc2OC(F)F)cc1 | -8 | i | 9
CCN(CC(=O)Nc1ccccc1C(F)(F)F)C(=O)c1ccc2[nH]c3c(c2c1)CC(C)CC3 (centres undefined) | -8 | i | 44
O=C(CN1CCCCC1)N/N=C/c1cccc(C(F)(F)F)c1 | 15 | i | 20
CC1CCCCC1NC(=O)CN1CCC(NC(=O)c2ccc([N+](=O)[O-])cc2)CC1 (centres undefined) | -16 | i | 27
COc1ccc(-n2c(Cn3c(=O)sc4ccccc43)nnc2SCC(=O)N2CCCCC2)cc1 | -17 | i | 11
CCOC(=O)c1sc(NC(=O)c2cc3c(s2)CCC(C)C3)nc1C (centres undefined) | -25 | i | 14
COc1nc(OC)nc(N2CCC(C(=O)NC3CC3)CC2)n1 | -3 | i | -1
COc1ccc(Cn2c(CCC(=O)Nc3ccc(CC#N)cc3)nc3cccnc32)cc1 | -8 | i | 11
O=C(c1cccc2nccnc12)N1CCCC(Nc2ccc(F)c(F)c2)C1 (centres undefined) | -19 | i | 36
C=CCSc1nn2c(=O)c3ccccc3nc2s1 | -11 | i | 8
NC(=O)CC[C@@H]1NC(=O)[C@H](CO)NC(=O)c2cc([N+](=O)[O-])cc(I)c2OCC[C@@H](C(N)=O)NC1=O | 4 | i | 32
CCN(CC)CC#CCOC(=O)C(O)(c1ccccc1)C1CCCCC1 (centres undefined) | -27 | i | 13

(continued)
SMILES | OX1R antag-1 | CHT PAM | OX1R antag-2
Cc1ccc(S(=O)(=O)N(C)c2ccc(OC(=O)COc3ccccc3)cc2)cc1 | 0 | / | 4
c1cn(-c2ncnc3sc4c(c23)CCCC4)cn1 | -9 | i | 28
COc1ccc(NC(=S)Nc2ccc(S(N)(=O)=O)cc2)c(C)c1 | -9 | i | 38
Cc1cccc(CSCc2ccc(C(=O)NCC3CCCO3)o2)c1 (centres undefined) | -16 | i | 7
O=C(/C=C\Nc1ccc2c(c1)OCO2)c1ccc2c(c1)OCO2 | -4 | i | 14
COc1ccc2c(c1)c(C(=O)N/N=C/c1cccs1)c(C)n2C | -11 | i | 7
COC(=O)CCCC1=CC2=CC(=O)C(C)(OC(=O)c3cccs3)C(=O)C2=CO1 (centres undefined) | 0 | i | 21
O=C(CNC(=O)c1ccccc1F)N/N=C/c1cccnc1 | 9 | i | 7
O=C(COC(=O)CCc1nc2ccccc2s1)Nc1ncc(Cl)cc1Cl | -29 | i | 19
COc1cc2nc(/C=C/c3cc(OC)c(OC)c(OC)c3)sc2cc1SC | 24 | i | 79*
COc1cccc(OCCn2cc(C(C)=O)c3ccccc32)c1 | 1 | i | 20
O=C(COC(=O)c1ccc(Cl)cc1)NCC1CCCCC1 | -25 | / | 1
Cc1ccc(N(CC(=O)NN=C2CCN(C)CC2)S(=O)(=O)c2ccc(C)cc2)cc1 | -26 | i | 22
Oc1ccccc1CNn1cnnc1 | -4 | i | 3
COc1ccc(N2C(=O)CC(Sc3nc(C)cc(C)n3)C2=O)cc1OC (centres undefined) | -7 | i | 1
COc1ccc(C(=O)OCC[N+]2(C)CCOCC2)cc1 | -1 | i | 21
Cc1cccc(C)c1NC(=O)C1(N2C(=O)CC2c2ccccc2)CCCCC1 (centres undefined) | -27 | i | 41
Cc1cc(=O)oc2cc(NC(=O)c3ccccc3Cl)ccc12 | -21 | i | 30
COc1cccc(OCC(=O)NNC(=O)c2cnccn2)c1 | 1 | i | 17
O=C(CN(CC(=O)N1CCOCC1)S(=O)(=O)c1ccc(Br)s1)N1CCOCC1 | -14 | i | -7
COc1ccc(C)cc1NC(=O)c1c([N+](=O)[O-])cnn1C | -19 | i | 11
COc1ccc(CNC(=O)Cn2nc(C(F)(F)F)cc2C)cc1 | -6 | i | 8
CN(C(=O)COC(=O)c1nc(Cl)ccc1Cl)c1ccccc1 | -10 | i | 13
O=C1C=C(NCc2ccc(Cl)c(Cl)c2)CC1 | -20 | i | 3
CC(=O)C1=C(O)C(=O)N(c2ccc(Br)cn2)C1c1ccccc1F (centres undefined) | 7 | i | 30

Reformatted with two lines to a compound: five of the compounds above.
Every second line gives: OX1R antag-1	CHT PAM	OX1R antag-2
> COc1ccc2c(c1)c(C(=O)N/N=C/c1cccs1)c(C)n2C
    -11	i	7
> COC(=O)CCCC1=CC2=CC(=O)C(C)(OC(=O)c3cccs3)C(=O)C2=CO1 (centres undefined)
    0	i	21
> O=C(CNC(=O)c1ccccc1F)N/N=C/c1cccnc1
    9	i	7
> O=C(COC(=O)CCc1nc2ccccc2s1)Nc1ncc(Cl)cc1Cl
    -29	i	19
> COc1cc2nc(/C=C/c3cc(OC)c(OC)c(OC)c3)sc2cc1SC
    24	i	79*

Looked up above.
O=C(COC(=O)c1ccc(Cl)cc1)NCC1CCCCC1 in OX1R antag-1 = -25
Cc1ccc(N(CC(=O)NN=C2CCN(C)CC2)S(=O)(=O)c2ccc(C)cc2)cc1 in OX1R antag-2 = 22

(listing goes on)
SMILES | OX1R antag-1 | CHT PAM | OX1R antag-2
CN(CCC#N)C(=O)COC(=O)c1cc(Cl)cc(Cl)c1N | -4 | i | 8
O=[N+]([O-])c1cc(-n2cnnn2)ccc1N1CCC(Cc2ccccc2)CC1 | 16 | i | 11
O=C(CSc1ncn[nH]1)NCCc1ccc(Cl)cc1Cl | -22 | i | 13
O=C(NC1CC1)c1ccc2c(Cl)c3c(nc2c1)CCCC3 | -20 | i | 8
O=C(Nc1sc2c(c1C(=O)O)CCCC2)C(=O)N1CCOCC1 | -14 | i | 20
O=C(Nc1ccccc1C(=O)NCCc1ccc(O)cc1)c1ccco1 | -12 | i | 8
COc1cccc(-n2c(N)c(-c3nc4ccccc4[nH]3)sc2=S)c1 | -19 | i | 11
COc1cccc2c(=O)n(CC(=O)Nc3ccc(F)cc3)ccc12 | -22 | i | 19
CC1(c2ccccc2)NC(=O)N(CC(=O)Nc2ccc3c(c2)CCC3)C1=O (centres undefined) | -19 | / | 4
S=C(NCc1ccccc1)Nc1cccc(Cl)c1 | -3 | i | 16
O=C1CCC(C(=O)N2CCc3ccccc3C2)CN1CCCN1CCOCC1 (centres undefined) | -11 | i | 20
COc1ccc(OC)c(CCNC(=O)CN2C(=O)CCSc3ccccc32)c1 | -6 | i | 8
O=[N+]([O-])c1cccc(S(=O)(=O)c2ccc(NCCO)c([N+](=O)[O-])c2)c1 | -4 | i | 39
Clc1cccc(NCc2ccccc2)n1 | -25 | i | -2
Cc1nc(SCC(=O)Nc2ccccn2)n[nH]1 | 1 | i | 36
Cc1nnc(SCC(=O)Nc2nsc(-c3ccc(C(C)(C)C)cc3)n2)s1 | -25 | i | 21
Cc1ccc(CNc2ccc3nnc(-c4ccccc4)n3n2)cc1 | -10 | i | 8
CCOC(=O)C1CCCN(C(=O)c2cc3cc4ccc(OC)cc4nc3o2)C1 (centres undefined) | -15 | i | 13
Nc1cc(N)nc(SCC(=O)NCC(=O)Nc2ccc(F)c(F)c2F)n1 | -1 | / | 2
COc1ccc(C)cc1NC(=O)CCNC(=O)c1ccco1 | -16 | i | 12

An excerpt of these results, with two lines to a compound.
Values run as follows: OX1R antag-1 | CHT PAM | OX1R antag-2
> COc1cccc2c(=O)n(CC(=O)Nc3ccc(F)cc3)ccc12
 : -22 | i | 19
> CC1(c2ccccc2)NC(=O)N(CC(=O)Nc2ccc3c(c2)CCC3)C1=O (centres undefined)
 : -19 | / | 4
> S=C(NCc1ccccc1)Nc1cccc(Cl)c1
 : -3 | i | 16
> O=C1CCC(C(=O)N2CCc3ccccc3C2)CN1CCCN1CCOCC1 (centres undefined)
 : -11 | i | 20

Assay outcomes (PubChem)
